Screening data as filed in PubChem.
FLuc stim CS – affects firefly luciferase, flagging false hits in luciferase stimulation screens; P08659; ATPlite luciferase biochemical, luminescence, 10 min; 0 = ATP-free wells, 1 = DMSO control; activation factor at 10 µM; 200,000 tested, under 10 active;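 active = luciferase activation factor, scaled between plate controls, of at least 2 with compound at 10 µM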
Target sequence (P08659 whole entry, looked up): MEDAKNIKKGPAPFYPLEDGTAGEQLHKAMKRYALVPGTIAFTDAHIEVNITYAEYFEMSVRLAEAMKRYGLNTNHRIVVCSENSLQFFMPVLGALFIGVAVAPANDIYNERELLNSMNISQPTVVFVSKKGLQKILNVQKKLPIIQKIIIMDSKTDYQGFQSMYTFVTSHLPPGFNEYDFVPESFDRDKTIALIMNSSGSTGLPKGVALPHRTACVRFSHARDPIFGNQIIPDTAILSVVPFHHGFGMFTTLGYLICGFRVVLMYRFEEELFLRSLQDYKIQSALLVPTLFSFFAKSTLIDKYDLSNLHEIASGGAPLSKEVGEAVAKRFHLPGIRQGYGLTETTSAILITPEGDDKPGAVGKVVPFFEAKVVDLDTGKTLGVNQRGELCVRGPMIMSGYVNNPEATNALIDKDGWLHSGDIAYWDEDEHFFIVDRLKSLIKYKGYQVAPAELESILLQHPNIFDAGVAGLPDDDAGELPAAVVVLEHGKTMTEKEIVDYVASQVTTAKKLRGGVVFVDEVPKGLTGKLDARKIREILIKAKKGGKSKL
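System: cell-free luciferase reagent; medium: PBS as buffer for the ATP substrate; doses: test compounds dosed from 2 mM stocks in 100% DMSO; incubation: 10 min, room temperature; measured by: luminescence from luciferase reaction; read-out: luciferase activation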
PMI act satM6P – increases human PMI activity with near-saturating mannose 6-phosphate; coupled PMI enzyme assay, resazurin fluorescence, 20 min; stronger effect = higher value; 1 = untreated enzyme, 0 = substrate-free blank; activation factor at 20 µM; actives 0.34% (n = 190,000);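 active = activation factor of 2 or more at 20 µM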
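Material: human phosphomannose isomerase with PGI, G6PDH, diaphorase coupling enzymes; amount: PMI at 15 ng/mL final; also added: Mannose-6-phosphate 1.0 mM (near-saturating) plus 0.22 mM NADP+; incubation: enzyme reaction with compound 20 min at room temperature; signal: resorufin fluorescence (Ex 544/Em 590 nm) from resazurin via diaphorase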
Efa HMGR inh – E. faecalis class II HMG-CoA reductase inhibition; actives 0.41% (n = 190,000); inhibition, % at 10 µM; purified E. faecalis HMGR, NADPH absorbance 340 nm kinetic;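 active = inhibition above a set limit, the median over all tested compounds plus 3 SD, cut at about 9.5% in these data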;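 also: enzyme runs in reverse so mevalonate oxidation gives rising NADPH absorbance; 0% = complete reaction with DMSO and 100% = background rate lacking mevalonate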
PMI activator – activators of human phosphomannose isomerase; purified human PMI, coupled resazurin fluorescence, 20 min; stronger effect = higher value; 1 = vehicle control, 0 substrate-free wells; P34949; activation factor at 20 µM; actives 0.005% (n = 190,000); AID 1214;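 active = activation factor of 2 or more at 20 µM, relative to plate controls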
TNAP inh hiacc – blocks human TNAP under high phosphate acceptor concentration; P05186; actives 0.03% (n = 200,000); purified TNAP, CDP-star luminescence, 1 M DEA; inhibition, % at 20 µM;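 active = over 50% inhibition of tissue-nonspecific alkaline phosphatase at 20 µM in the single-dose screen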;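 also: plate controls were DMSO wells for no effect and EDTA-quenched wells as full inhibition for full effect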
Target sequence (P05186 whole entry, looked up): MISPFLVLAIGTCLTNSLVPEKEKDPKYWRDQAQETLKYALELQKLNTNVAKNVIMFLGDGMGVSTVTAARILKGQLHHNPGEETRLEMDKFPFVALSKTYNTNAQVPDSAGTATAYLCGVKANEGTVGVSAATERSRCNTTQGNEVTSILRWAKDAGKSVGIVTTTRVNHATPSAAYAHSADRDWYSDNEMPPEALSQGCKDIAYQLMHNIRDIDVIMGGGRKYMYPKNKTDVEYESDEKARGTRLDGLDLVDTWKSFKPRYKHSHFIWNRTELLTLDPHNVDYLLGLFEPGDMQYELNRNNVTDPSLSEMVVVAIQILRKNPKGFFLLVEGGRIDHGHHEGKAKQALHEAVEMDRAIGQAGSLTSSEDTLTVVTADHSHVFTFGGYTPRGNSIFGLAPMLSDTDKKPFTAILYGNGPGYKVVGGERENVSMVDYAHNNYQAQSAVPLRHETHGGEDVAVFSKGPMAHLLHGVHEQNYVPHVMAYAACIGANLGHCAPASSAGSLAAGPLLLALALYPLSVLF
TNAP act hiacc – TNAP (human) activation, high acceptor; P05186; purified TNAP, CDP-star luminescence, 1 M DEA, 30 min; stronger effect = higher value; 0 = EDTA background, 1 = DMSO-only activity; activation factor at 20 µM; 200,000 tested, under 10 active;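 active = activation factor at least 2 at 20 µM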
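Dosing: 20 µM single point. System: human TNAP. Amount: TNAP 1/800 final. Incubation: 30 min, room temperature. Read-out: TNAP activation factor scaled between EDTA and DMSO control wells. Signal: luminescence from CDP-star hydrolysis. Medium: 1 M DEA, pH 9.8, Mg2+, Zn2+. Control set: EDTA negative control, DMSO positive control.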
Diaph act CS – activates diaphorase or chemically reduces, flagging diaphorase assay artifacts | Diaphorase/resazurin coupled assay, resorufin fluorescence, 16 min; stronger effect = higher value; 1 = vehicle wells, 0 = NADH-free wells | activation factor at 20 µM | actives 0.005% (n = 190,000) | AID 1229;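 active = diaphorase activity raised at least twofold by the compound at 20 µM; inactive = activation factor below 2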
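Material: purified diaphorase enzyme from Clostridium kluyveri / Medium: HEPES pH 7.4 buffer with MgCl2 and Tween 20 / Schedule: enzyme reaction of 16 min at room temperature / Measured by: resorufin fluorescence, excitation 544 nm, emission 590 nm / Evaluation: rise in resorufin formation, marking diaphorase activation or chemical reduction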
Diaph inh CS – diaphorase inhibition or chemical oxidation counter-screen | diaphorase resazurin-to-resorufin fluorescence, NADH, 16 min; bacterial (C. kluyveri) enzyme, not human | inhibition, % at 20 µM | actives 0.69% (n = 190,000);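 active = primary screen inhibition at 20 µM above a set limit, cut at about 50% in these data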;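 also: plate controls were DMSO with full reaction for no effect and wells lacking NADH for full effect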
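Assay system: diaphorase enzyme from Clostridium kluyveri. Quantity: enzyme working solution with 0.14 U/mL diaphorase. Schedule: reaction incubation of 16 min at room temperature. Technique: resorufin fluorescence, excitation 544 nm, emission 590 nm. Controls: No-NADH positive control and DMSO neutral control.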
G6PDH CS – counter-screen for G6PDH assay hits: L. mesenteroides G6PDH inhibition; actives 0.12% (n = 200,000); Purified L. mesenteroides G6PDH, diaphorase/resazurin coupled fluorescence, 45 min; inhibition, % at 5 µM; AID 1020; in the data active = inhibition above about 50%
TNAP inh no acc – TNAP (human) inhibition, acceptor-free conditions. P05186. purified TNAP, CDP-star luminescence, 30 min. inhibition, % at 20 µM. actives 0.26% (n = 200,000);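 active = tissue-nonspecific alkaline phosphatase inhibition above about 50% at 20 µM in the single-dose screen, limit read from the data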;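 also: 0% = DMSO negative control and 100% = EDTA positive control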
An asterisk follows results filed as active; . = not tested or not shown.

SMILES	FLuc stim CS	PMI act satM6P	Efa HMGR inh	PMI activator	TNAP inh hiacc	TNAP act hiacc	Diaph act CS	Diaph inh CS	G6PDH CS	TNAP inh no acc
Brc1ccc(Cn2c(-c3cncs3)nc3ccccc32)cc1	1	1	-2.6	1	4.0	1	0.9	5.3	6.0	-0.7
COC(=O)c1ccc(COc2ccc(C=O)cc2OC)o1	0.9	0.8	-2.5	0.9	-7.9	1.1	0.9	14.2	11.4	-9.9
CCN(CC)c1ccc(NC(=O)CSc2nc3ccccc3c(=O)[nH]2)cc1	1.1	1	-2.3	1	-4.7	1	0.9	5.2	13.7	-0.5
COC(=O)C(=O)/C=C(\O)c1ccc(C)cc1	0.7	0.9	-3.4	0.8	-2.0	1	0.8	18.7	3.2	-9.1
Cc1cc(C)c(-c2csc(NC(=O)COC(=O)c3ccc4c(c3)OCO4)n2)c(C)c1	1	1	1.8	1	-5.4	1.1	1	0.5	-2.4	-7.2
COC(=O)c1ccc(CSc2nc(N)cc(N)n2)cc1	0.8	0.9	0.4	0.9	-5.0	1.1	0.9	13.1	-7.5	-10.7
CCSC1=C(C#N)C(c2cccc(OC)c2)CC(=O)N1 (configuration not stated)	1	1	2.0	0.9	-5.3	1.1	0.9	13.7	-21.3	-15.4
CC1=NC(=O)C(N=Nc2ccccc2C(=O)O)N1c1ccccc1 (configuration not stated)	0.9	0.8	-1.2	0.9	6.9	0.9	0.8	17.0	15.5	8.3
COCCn1c(-c2ccccc2)nc2ccccc21	1	0.9	-3.2	0.9	-0.7	1	0.9	11.3	16.0	-6.6
Cc1ccc(NC(=O)C(=O)NCC2OCCc3ccccc32)cc1 (configuration not stated)	1	0.8	1.6	0.8	-4.4	1	1	4.5	22.2	-5.2
CCOc1cc(S(=O)(=O)NCc2ccccn2)c(C)cc1C	1	1	-1.9	1	-1.1	1	1	3.3	4.5	-12.8
CSc1ncccc1C(=O)N1CCCC(CCC(=O)NCc2ccccc2F)C1 (configuration not stated)	1	1	-2.5	1	-0.3	1	1	0.2	8.1	-6.9
N#CC(C#N)C(c1ccsc1)c1c(-c2ccccc2)[nH][nH]c1=O (configuration not stated)	1.1	0.8	1.1	0.8	-3.2	1	0.7	30.1	-7.6	-0.7
CCOC(=O)N1CCC(NC(=O)Cn2cc3c(n2)CCCC3)CC1	1.1	0.9	-0.5	0.9	15.1	0.8	0.9	5.2	-9.4	-12.8
COc1ccc(NC(=O)C2CCC(=O)N2S(=O)(=O)c2ccc(C)cc2)c(OC)c1 (configuration not stated)	1.1	0.9	-1.8	0.9	-3.4	1	0.9	12.9	-3.6	-9.4
Cc1ccc2nsnc2c1S(=O)(=O)N1CCN(Cc2ccc3c(c2)OCO3)CC1	1	0.8	-6.1	0.8	-1.9	1	0.8	19.4	-10.1	-1.1
CC(C)c1ccc(/C=N/NC(=O)c2ccccc2Cl)cc1	0.9	1	-3.6	1	-4.9	1	1	2.4	9.8	-11.4
O=C(c1ccco1)c1cn(CC(=O)N2CCCC2)c2ccccc12	1	1	1.0	1	-1.5	1	0.9	10.4	2.7	-9.2
O=C(CSc1nnnn1Cc1ccccc1)c1ccccc1F	1.1	.	3.9	.	0.9	1	.	.	6.0	-2.3
O=C(CN(c1cccc(Cl)c1)S(=O)(=O)c1ccccc1)NN=C1CCCC1	1.1	1.1	-3.0	0.9	-6.0	1.1	1	4.1	0.0	-2.2

Single values from above:
FLuc stim CS, `CCOC(=O)N1CCC(NC(=O)Cn2cc3c(n2)CCCC3)CC1` is entered as 1.1
TNAP inh no acc, `N#CC(C#N)C(c1ccsc1)c1c(-c2ccccc2)[nH][nH]c1=O` (configuration not stated) is entered as -0.7
Efa HMGR inh, `COc1ccc(NC(=O)C2CCC(=O)N2S(=O)(=O)c2ccc(C)cc2)c(OC)c1` (configuration not stated) is entered as -1.8
Diaph act CS, `O=C(c1ccco1)c1cn(CC(=O)N2CCCC2)c2ccccc12` is entered as 0.9

(further entries)
SMILES	FLuc stim CS	PMI act satM6P	Efa HMGR inh	PMI activator	TNAP inh hiacc	TNAP act hiacc	Diaph act CS	Diaph inh CS	G6PDH CS	TNAP inh no acc
CSCc1c(C(=O)Nc2ccc(N3CCOCC3)cc2)oc2ccccc12	1	1	1.6	0.9	3.4	1	0.9	13.6	11.6	-25.0
Cn1c(=O)c2c(nc(NCc3ccccc3)n2CC(=O)NCc2ccccc2)n(C)c1=O	1.1	0.9	-6.0	0.8	0.8	1	0.9	11.7	3.7	-4.5
CCc1cc2c(=O)c(-c3cscn3)coc2cc1OC	0.7	0.9	.	1	-6.9	1.1	0.8	17.0	2.4	-7.2
Cc1sc2ncnc(SCC(=O)N(C(C)C)C(C)C)c2c1C	1	1	10.8*	1	7.9	0.9	1	-0.6	-0.3	5.5
Clc1ccccc1C1=CC(c2ccco2)n2nnnc2N1 (configuration not stated)	1.1	1	-4.6	1	-6.3	1.1	0.9	11.3	19.6	-9.1
Cc1cccc(Oc2c([N+](=O)[O-])c(=O)n(C)c3ccccc23)c1	1	0.3	-3.4	0.2	-0.9	1	0.1	94.1*	23.3	-0.2
CCCCn1c(-c2c(Cl)c(C)nn2C)n[nH]c1=S	1.1	1	-0.9	1	0.5	1	0.9	12.1	0.3	12.9
COc1nc(Nc2ccc3c(c2)OCO3)nc(OC)n1	1	0.8	-0.7	0.9	-4.4	1	0.8	18.0	9.0	-17.2
COc1cccc(CN(CC2CCCO2)S(=O)(=O)c2ccc(S(=O)(=O)N(C)C)cc2)c1 (configuration not stated)	1	0.8	1.8	0.9	3.0	1	0.8	21.7	11.4	1.6
CSc1nc2ncc(C(=O)O)c(N)n2n1	1	1.1	-5.1	1.2	-1.9	1	0.9	6.3	-0.3	-7.9
O=C(NCc1cccc(F)c1)C1CCN(C(=O)c2sccc2-n2cccc2)CC1	1	1	-4.3	1	-1.0	1	0.9	5.0	7.5	-2.7
CC(C)c1cccc(C(C)C)c1NC(=O)c1ccccc1	1.1	1	-3.1	1.1	-6.2	1.1	1	0.7	2.1	-11.2
CCOc1cc(/C=N/NC(N)=O)ccc1OCC(=O)Nc1ccc(C)c(C)c1	1	0.8	-1.2	0.8	-3.6	1	0.8	16.9	16.8	-11.7
Cc1ccc(CNC(=O)COC(=O)Cc2ccc(-c3ccccc3)cc2)cc1	1	1.1	2.0	1	-0.8	1	1	2.9	-2.0	-8.3
O=C(CSc1ncnc2sccc12)Nc1ccccc1	1.1	1.1	-1.6	1.1	-4.3	1	0.9	11.0	4.1	-16.3
CC1CCN(CC(=O)Nc2sc3c(c2C#N)CCC3)CC1	1	1.1	-2.6	1	-4.7	1	1	2.7	-2.9	-11.9
CN(C)S(=O)(=O)Oc1ccc(Cl)cc1C(=O)Nc1cccc(C(F)(F)F)c1	1.1	1	-1.7	1	-4.8	1	0.9	12.1	7.9	-2.1
COc1ccc([C@@H]2C(C#N)=C(N)S[C@@H](c3ccccc3)[C@@H]2[N+](=O)[O-])cc1	1.1	0.9	-0.2	0.9	3.5	1	0.9	13.5	1.9	-1.8
O=S(=O)(c1ccc(Cl)cc1)n1ccc(-c2cccc(OCc3c(F)cccc3Cl)c2)n1	1	0.9	0.0	1	-0.8	1	0.9	12.4	-5.7	-7.0
Cc1ccc(NC(=S)N(CCN2CCOCC2)Cc2cc3cc4c(cc3[nH]c2=O)OCO4)cc1	1.1	1	-3.5	0.9	-5.1	1.1	0.8	24.4	8.9	-6.5
O=c1cc(CSc2ccccn2)c2ccccc2[nH]1	1	0.9	-5.9	0.9	-5.2	1.1	0.8	15.4	1.0	-13.8
COC(=O)C(C)NC(=O)COc1ccc2ccccc2c1 (configuration not stated)	1.1	1	0.7	1	-1.4	1	0.9	11.6	2.9	-6.4
Cc1cc(C(=O)Nc2sc(C)c(C)c2C#N)c(C)o1	1	1	-3.9	1	0.2	1	0.9	11.4	-42.1	-1.4
O=C(Cc1ccccc1F)NCC(c1ccco1)N1CCCCC1 (configuration not stated)	1.1	1.1	-1.1	1.1	-5.4	1.1	0.9	7.4	-1.3	-11.4
C[C@H](NC(=O)c1ccccc1Cl)C(=O)OCC(=O)N1CC2(C)CC1CC(C)(C)C2 (some centres not stated)	1	0.9	-11.5	0.9	0.4	1	1	2.4	11.1	-4.3
COCCCNC(=S)N1CCN(c2nc3ccccc3s2)CC1	1	1	-10.1	1	-4.2	1	0.8	21.2	6.1	-7.7
CCOc1c2ccc(C(=O)NCc3ccc4c(c3)OCO4)cc2nn1CC	1	0.9	-5.8	0.9	-6.3	1.1	0.9	9.1	12.9	-13.5
CN(C)C(CNC(=S)Nc1ccc(Cl)cc1)c1cccnc1 (configuration not stated)	1.1	1	-0.4	1	-3.7	1	0.9	8.4	-0.2	-8.0
C/C(CC(=O)Nc1cc(C)ccn1)=N\NC(=O)C(=O)Nc1cccc(C)c1	1	1	-4.2	0.9	1.9	1	0.9	9.3	9.7	-43.5
CCSc1nnc(-c2cc3c(s2)-c2ccccc2CC3)o1	1	1	-2.8	1.1	-2.7	1	1	4.8	-15.1	3.0

Complete entries, quoted from the list. Order of values: FLuc stim CS	PMI act satM6P	Efa HMGR inh	PMI activator	TNAP inh hiacc	TNAP act hiacc	Diaph act CS	Diaph inh CS	G6PDH CS	TNAP inh no acc
`C[C@H](NC(=O)c1ccccc1Cl)C(=O)OCC(=O)N1CC2(C)CC1CC(C)(C)C2` (some centres not stated) is entered as 1	0.9	-11.5	0.9	0.4	1	1	2.4	11.1	-4.3
`CN(C)C(CNC(=S)Nc1ccc(Cl)cc1)c1cccnc1` (configuration not stated) is entered as 1.1	1	-0.4	1	-3.7	1	0.9	8.4	-0.2	-8.0

An excerpt from above, limited to TNAP act hiacc and Efa HMGR inh:
Structure	TNAP act hiacc	Efa HMGR inh
CSCc1c(C(=O)Nc2ccc(N3CCOCC3)cc2)oc2ccccc12	1	1.6
CN(C)C(CNC(=S)Nc1ccc(Cl)cc1)c1cccnc1 (configuration not stated)	1	-0.4
CCCCn1c(-c2c(Cl)c(C)nn2C)n[nH]c1=S	1	-0.9

Hits appear at their usual frequency, and some 1.7% of all compounds hit somewhere here.
